# HTRA1 inh: HTRA1 (human) protease inhibition | AID 504803 | inhibition, % at 5.96 µM | recombinant HTRA1, FP-rhodamine activity-based probe, fluorescence polarization | Q92743 | 340,000 compounds, 0.5% hits; in the data active means inhibition above about 36%;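 further: 0% = enzyme with DMSO and 100% = wells lacking enzyme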
# mABHD4 FP: inhibits mouse alpha/beta hydrolase domain 4. 370,000 compounds, 0.54% hits. Q8VD66. purified mABHD4, FP-Rh probe fluorescence polarization. inhibition, % at 8.92 µM;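 active means inhibition exceeding the mean over every tested compound plus 3 SD, cut at about 30% in these data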;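 further: 0% = plate median of compound wells and 100% = S159A mutant with DMSO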
# Target sequence (Q8VD66 whole entry, looked up, the tested form may be a part): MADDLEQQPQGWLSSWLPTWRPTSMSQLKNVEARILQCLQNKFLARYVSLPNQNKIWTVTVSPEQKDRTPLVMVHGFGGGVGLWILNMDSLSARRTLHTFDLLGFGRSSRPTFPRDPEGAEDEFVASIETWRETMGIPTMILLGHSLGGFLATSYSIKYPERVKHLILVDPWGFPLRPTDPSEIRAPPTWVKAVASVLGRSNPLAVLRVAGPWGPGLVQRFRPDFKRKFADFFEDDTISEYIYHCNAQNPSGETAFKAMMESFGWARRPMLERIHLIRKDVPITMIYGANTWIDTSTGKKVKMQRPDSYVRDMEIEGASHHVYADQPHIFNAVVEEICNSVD
#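 Test system: mABHD4 protein; Read-out basis: % inhibition; Incubation: 45 min + 60 min at 25 °C; Repeats: single replicate; Technique: fluorescence polarization with parallel and perpendicular emission, 525/598 nm; Compound: 8.92 µM, single dose; Benchmarks: full inhibition S159A mutant plus DMSO, zero as sample-well median.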
# TCR-CD3 inh: inhibitors of human TCR-CD3 interaction | AID 651800 | TAMRA-labeled TCR probe fluorescence, biochemical | 360,000 compounds, 0.37% hits | inhibition, % at 9.4 µM; in the data active means inhibition above about 19%;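 further: recombinant mutant TCR 2C K166C tagged with TAMRA read by polarization; 0% = receptor in buffer alone and 100% = receptor with positive control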
# PG9 binder: binds the HIV-1 gp120 antibody PG9. TR-FRET gp120-PG9 antibody binding. inhibition, % at 6.7 µM. 360,000 compounds, 0.43% hits. AID 624416; in the data active means inhibition above about 8.5%
# LEDGF integ inh: blocks HIV-1 LEDGF/p75-dependent DNA integration | TR-FRET IN-LEDGF/p75 DNA integration, Eu/Cy5 | inhibition, % at 3.7 µM | 370,000 compounds, 0.64% hits;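 active means inhibition above the screen-wide mean plus 3 SD, cut at about 13% in these data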;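 further: signal is the Cy5 over europium emission ratio at 671 and 618 nm; 0% = plate median of compound wells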
# NR1D1 modulator: modulates human Rev-erb alpha binding to DNA; P20393; activity, % at 10 µM; 370,000 compounds, 0.79% hits; Rev-erbα–FITC-DNA binding, fluorescence polarization, 90 min;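 active means activity above about 14%, limit read from the data; passing the limit was not always enough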;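 further: 0% = DMSO wells with 35 nM protein and 100% = DMSO wells with 750 nM protein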
# TDP2 absorb: blocks human TDP2 phosphodiesterase activity. O95551. recombinant TDP2, T5PNP hydrolysis, p-nitrophenol absorbance 415 nm. inhibition, % at 12.8 µM. 370,000 compounds, 0.34% hits;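 active means inhibition above the mean of all tested compounds plus 3 SD, set per campaign, cut at about 25% in these data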;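 further: 0% = DMSO with enzyme and 100% = buffer with substrate but no TDP2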
#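 System – recombinant human TDP2 · Quantity – TDP2 enzyme at 120 nM final · Doses – single concentration, 12.8 µM nominal, with 1% DMSO · Incubation – 2 h at 37 °C · Measured by – epi absorbance of p-nitrophenol freed from T5PNP by hydrolysis · Read-out – % inhibition relative to enzyme-containing and enzyme-free wells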
# SIAE primary: inhibitors of human sialic acid acetylesterase SIAE | Q9HAT2 | SIAE FP-Rh probe binding, fluorescence polarization | inhibition, % at 9.66 µM | 370,000 compounds, 0.69% hits | AID 1053197;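 active means inhibition above a cutoff: mean of compounds within the control limits plus 3 SD of those, cut at about 17% in these data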;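 further: 0% = plate median of compound wells and 100% = probe without SIAE protein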
# PRMT1 inh: PRMT1 (human) inhibition, primary screen; recombinant PRMT1, activity-based probe fluorescence polarization; 370,000 compounds, 1.3% hits; inhibition, % at 2.79 µM;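 active means inhibition above about 21% made by adding two undisclosed values, limit read from the data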
# Target sequence (Q99873 whole entry, looked up): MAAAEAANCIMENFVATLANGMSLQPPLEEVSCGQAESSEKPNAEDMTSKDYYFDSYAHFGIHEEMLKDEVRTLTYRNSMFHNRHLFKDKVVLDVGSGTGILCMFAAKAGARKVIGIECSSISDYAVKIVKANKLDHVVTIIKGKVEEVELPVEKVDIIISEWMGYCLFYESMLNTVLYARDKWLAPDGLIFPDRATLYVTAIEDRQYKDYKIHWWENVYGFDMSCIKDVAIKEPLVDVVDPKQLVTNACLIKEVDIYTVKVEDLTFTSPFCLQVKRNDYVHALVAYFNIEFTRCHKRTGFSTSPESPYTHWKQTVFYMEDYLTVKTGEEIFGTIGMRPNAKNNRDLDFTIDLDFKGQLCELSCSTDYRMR
# rCAG RNA binder: binds r(CAG) RNA repeats; 370,000 compounds, 1.3% hits; r(CAG) RNA repeat, TO-PRO-1 dye displacement fluorescence; AID 651821; inhibition, % at 3 µM;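 active means inhibition above the plate cutoff, the mean of all test compounds on that plate plus 3 SD, cut at about 35% in these data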;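 further: 0% = DMSO alone and 100% = 100 µM mitoxantrone as full dye displacement; higher means more dye released from RNA so lower well fluorescence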
# Starred values were filed as active, the others as inactive; x = not tested or not shown; & = joins results of further samples. A portion of the library (hit frequency here may not be typical).
SMILES | HTRA1 inh | mABHD4 FP | TCR-CD3 inh | PG9 binder | LEDGF integ inh | NR1D1 modulator | TDP2 absorb | SIAE primary | PRMT1 inh | rCAG RNA binder
COC(=O)c1ccccc1-n1c(C)nc2ccccc2c1=O | -4.2 | 4.0 | 1.9 | 0.3 | -1.1 | -5.4 | 5.2 | 3.6 | -0.3 | -2.1
CC(C)(C)C1(CCO)C(=O)NC(=S)NC1=O | 1.4 | -7.5 | -2.6 | -0.9 | 4.2 | -0.2 | -0.4 | 2.5 | -1.5 | 1.1
O=C1NC(=O)C(C2CCOC2=O)N1 (stereo not given) | 6.0 | 2.5 | -3.0 | -1.6 | 4.8 | -1.4 | -11.9 | -9.7 | -2.9 | 0.4
CCC(=NCCOc1ccc(Cl)cc1)c1c(O)n(C)c(=O)n(C)c1=O | -4.6 | 0.5 | 3.7 | -0.3 | -0.9 | -7.2 | 4.5 | 4.5 | -0.8 | -6.3
Cc1ccc(N2C(=O)NC(=O)C3(Cc4ccccc4N4CCN(c5ccccc5)CC43)C2=O)cc1 (stereo not given) | -1.4 | -0.8 | -12.5 | 1.1 | 2.0 | 0.3 | 5.8 | 6.4 | 4.8 | 16.4
Cn1c(O)c(C(=N)COc2ccccc2)c(=O)n(C)c1=O | 1.4 | 1.9 | 6.1 | -0.7 | 0.0 | -3.4 | 4.4 | -0.1 | -0.6 | 0.4
CC(C)C(NC(=O)OCc1ccccc1)P(=O)(Oc1ccccc1)Oc1ccccc1 (stereo not given) | x | 1.2 | x | x | -4.2 | 6.6 | -6.5 | 5.9 | 3.4 | 2.5
O=c1[nH]c(=O)n(C2CCCCC2)c(O)c1/C=C/C=Nc1ccccc1 | -5.9 | -16.0 | -6.9 | -0.3 | -0.3 | -3.8 | -7.9 | -64.0 | -23.0 | -19.1
CCC1(CC)C(=O)NC(=O)N(CCc2ccccn2)C1=O | -3.9 | -1.2 | 2.6 | -2.7 | -4.1 | -3.3 | -6.7 | -2.7 | -1.3 | -1.1
Cc1ccc(-c2nn(CCC#N)cc2C(=O)O)cc1C | -0.9 | 4.8 | 3.6 | 0.6 | 0.4 | 0.6 | 4.6 | -10.6 | -4.7 | 1.6
Cc1nc2ccccc2c(=O)n1-c1ccccc1[N+](=O)[O-] | -1.9 | 3.3 | 1.1 | -0.7 | -2.5 | -1.4 | -14.1 | -2.7 | -0.7 | -1.1
CCC1(CC)C(=O)NC(=NCCc2c[nH]c3ccccc23)NC1=O | -4.1 | 10.1 | -3.1 | 0.4 | -4.8 | -0.1 | -1.2 | -3.3 | 1.7 | 2.3
COc1ccc(-n2nnnc2C(c2cccc3ccccc23)N2CCC3(CC2)C(=O)NCN3c2ccccc2)cc1 (stereo not given) | x | -13.7 | 13.0 | -0.8 | 2.8 | -0.6 | 8.2 | -10.3 | -0.5 | 13.1
c1ccc(-c2ccc(CN3Cc4ccccc4-n4nncc4C3)cc2)cc1 | -15.7 | -7.8 | 4.9 | -0.7 | 4.6 | -3.6 | 7.9 | -3.8 | 2.8 | 1.1
C[C@]12CC[C@@H](O)CC1=CCC1C2CC[C@@]2(C)C1C[C@@H](F)[C@H]2O (stereo not given in full) | -0.1 | -2.0 | -2.6 | -1.1 | 1.7 | -5.0 | -1.8 | -1.2 | -1.3 | -2.2
C[C@H](CO)N1C[C@H](C)[C@H](CN(C)C(=O)Oc2ccccc2)OCc2cnnn2CCCC1=O | 3.4 | -1.5 | -5.7 | -0.9 | 3.0 | -8.3 | -8.0 | -0.6 | -1.1 | -0.6
COc1cc2[nH]c(=S)n(-c3ccccc3)c(=O)c2cc1OC | -6.2 | 0.1 | -6.8 | -0.9 | 2.4 | -2.9 | -6.3 | 9.0 | 1.6 | 1.4
CCOC(=O)C1=C(N)OC2=C(C(=O)CCC2)C12C(=O)N(C)c1ccccc12 (stereo not given) | 1.4 | -13.0 | -4.5 | -1.1 | -1.1 | -4.5 | -22.7 | -4.5 | 6.5 | -4.5
CC[N+]1(C)CCCC(OC(=O)C(O)(c2ccccc2)c2ccccc2)C1 (stereo not given) | -0.7 | -5.6 | -2.3 | -3.5 | -2.8 | -3.8&3.3 | -6.4 | -0.2 | 5.3 | 0.6
CC1CCCCN1Cc1c[nH]c2ccccc12 (stereo not given) | 1.5 | 0.6 | 1.4 | -0.6 | -3.0 | -6.2 | 0.9 | 2.3 | -2.7 | 1.1

# 4 entries from above in another layout:
# Values in the order – HTRA1 inh, mABHD4 FP, TCR-CD3 inh, PG9 binder, LEDGF integ inh, NR1D1 modulator, TDP2 absorb, SIAE primary, PRMT1 inh, rCAG RNA binder
O=c1[nH]c(=O)n(C2CCCCC2)c(O)c1/C=C/C=Nc1ccccc1
 : -5.9, -16.0, -6.9, -0.3, -0.3, -3.8, -7.9, -64.0, -23.0, -19.1
Cc1nc2ccccc2c(=O)n1-c1ccccc1[N+](=O)[O-]
 : -1.9, 3.3, 1.1, -0.7, -2.5, -1.4, -14.1, -2.7, -0.7, -1.1
CCOC(=O)C1=C(N)OC2=C(C(=O)CCC2)C12C(=O)N(C)c1ccccc12 (stereo not given)
 : 1.4, -13.0, -4.5, -1.1, -1.1, -4.5, -22.7, -4.5, 6.5, -4.5
CC[N+]1(C)CCCC(OC(=O)C(O)(c2ccccc2)c2ccccc2)C1 (stereo not given)
 : -0.7, -5.6, -2.3, -3.5, -2.8, -3.8&3.3, -6.4, -0.2, 5.3, 0.6

# (list continues)
SMILES | HTRA1 inh | mABHD4 FP | TCR-CD3 inh | PG9 binder | LEDGF integ inh | NR1D1 modulator | TDP2 absorb | SIAE primary | PRMT1 inh | rCAG RNA binder
CCOC(=O)[C@]1(C#N)[C@@H]2C=CC(C(N)=O)=CN2[C@@H](C(N)=O)[C@@H]1c1ccc(F)cc1 | 5.2 | 0.2 | -9.4 | -0.6 | 1.3 | 6.9 | 18.7 | 1.8 | 0.1 | 0.7
CC(=O)OC1(c2ccc(C)cc2)CN2CCC1c1ccccc12 (stereo not given) | -2.5 | -1.4 | 2.5 | 1.0 | 0.1 | -2.4 | 0.6 | 12.2 | -1.3 | 0.6
C=CCN1C(=O)NC(=O)C(Cc2ccc(OC)c(OC)c2)C1=O (stereo not given) | -0.3 | 2.1 | -0.7 | -2.8 | 1.2 | 0.9 | 1.6 | 7.3 | -2.1 | 9.2
CC(=NCCO)c1c(O)n(C)c(=O)n(C)c1=O | 7.5 | -1.4 | -0.7 | 0.6 | 2.9 | 1.9 | 9.7 | 6.7 | -1.1 | -1.1
OC(Cn1c2ccccc2c2ccccc21)C[n+]1cccc2ccccc21 (stereo not given) | 0.3 | 3.7 | -9.3 | -1.0 | -3.7 | 9.5 | -14.8 | 5.3 | 1.6 | 17.5
CC(C(=O)c1c[nH]c2ccccc12)N1CCc2ccccc2C1 (stereo not given) | -4.5 | -0.8 | 4.4 | -0.4 | -2.1 | -1.1 | -6.7 | -4.4 | -2.3 | 1.6
Cc1ccccc1-n1c(C)nc2ccsc2c1=O | 2.2 | 1.0 | -3.0 | -0.1 | 1.8 | 6.9 | 7.6 | 3.6 | 4.7 | -0.5
COC(=O)C1=C(c2ccc3ccccc3c2)C[C@@H]2CC[C@H]1N2C(=O)NC1Cc2ccccc2C1 | -45.0 | -1.4 | 0.1 | 0.5 | -0.3 | -1.9 | 0.6 | -7.0 | 0.0 | 1.4
O=C(c1ccc2c(c1)N(Cc1ccccc1)CCS2)N1CCC2(CC1)OCCO2 | 0.2 | -0.1 | 1.5 | 0.5 | -2.7 | 2.3 | -16.1 | 1.2 | -0.5 | -4.4
Cc1ccc(-c2cc(-c3ccccc3)cc(-c3ccccc3)[n+]2-c2ccccc2C(=O)O)cc1 | 3.1 | 4.9 | 1.9 | 0.4 | 3.4 | 0.6 | 8.4 | 4.6 | 1.6 | -6.4
COCCOC(=O)C1=C(N)Oc2c(c(=O)oc3ccccc23)[C@@]12C(=O)Nc1ccccc12 | -2.8 | -8.0 | 2.1 | -1.1 | -2.0 | -0.6 | -14.6 | -3.3 | 1.8 | -1.4
CC(C)c1ccc(-n2c(O)c(/C=N/NC(=O)c3ccncc3)c(=O)[nH]c2=O)cc1 | -0.7 | -3.0 | 8.5 | -0.1 | 1.1 | -3.5 | 2.0 | -6.7 | -1.9 | 24.4
CN(C/N=C(\N)N[N+](=O)[O-])S(=O)(=O)c1ccccc1 | x | 0.8 | 3.7 | -2.4 | 3.2 | -3.2 | 7.2 | 8.2 | -3.1 | -1.6
COC(=O)C1=C(c2ccc(Cl)c(C(F)(F)F)c2)C[C@@H]2CC[C@H]1N2C(=O)NC1CC1 | -0.7 | 1.9 | 7.3 | 1.0 | -2.4 | 0.7 | -1.4 | 2.8 | 3.4 | -9.4
CNc1cc(N2CCN(C)CC2)ccc1[N+](=O)[O-] | 3.2 | -1.1 | 3.2 | -2.3 | -3.7 | 6.5 | -7.7 | -4.2 | -1.0 | -2.9
OC(COCc1ccc(Cl)cc1)CN1CC=C(c2ccccc2)CC1 (stereo not given) | 6.2 | -0.7&7.3 | -2.9&6.1 | -2.0&-0.1 | 0.0&-1.8 | -7.3 | -3.7&12.3 | 2.9&7.8 | -4.8&-0.1 | 3.4&-6.8
Cc1ccc(C2=NCC(=O)N(CC(=O)N3CCCCC3)c3sc(C)c(C)c32)cc1 | -0.8 | -5.4 | 10.9 | -1.3 | -0.4 | -0.3 | -2.1 | -3.7 | -1.6 | -3.8
CC(C)(C)c1cc(C=C(C#N)C#N)cc(C(C)(C)C)c1O | -10.6 | 4.8 | -7.0 | -2.1 | -0.2 | 3.6 | 0.0 | 6.4 | 0.5 | 8.3
O=c1[nH]c(=O)n(CCC2=CCCCC2)c(O)c1C=NCCCn1ccnc1 | 1.4 | -0.2 | 2.6 | -0.4 | 0.6 | -2.8 | -4.4 | -0.7 | -0.1 | -2.2

# Taken from above:
# `Cc1ccc(-c2cc(-c3ccccc3)cc(-c3ccccc3)[n+]2-c2ccccc2C(=O)O)cc1` | TCR-CD3 inh = 1.9
# `COCCOC(=O)C1=C(N)Oc2c(c(=O)oc3ccccc23)[C@@]12C(=O)Nc1ccccc12` | rCAG RNA binder = -1.4
# `COC(=O)C1=C(c2ccc3ccccc3c2)C[C@@H]2CC[C@H]1N2C(=O)NC1Cc2ccccc2C1` | SIAE primary = -7.0

# Screens (PubChem)
